High-throughput results deposited in PubChem BioAssay by several laboratories.
SRC3 inh: human NCOA3 inhibition; Q9Y6Q9; HEK293 GAL4-SRC3 luciferase reporter, luminescence; inhibition, % at 3.6 µM; actives 0.17% (n = 360,000); AID 588352;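 active = inhibition above a per-campaign cutoff, the mean of all compounds plus 3 SD, cut at about 60% in these data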;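 also: 0% = DMSO-treated cells and 100% = gossypol-treated cells at 36 µM; higher means less SRC3-driven luciferase light from the GAL4 reporter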
NCOA1 inh: inhibits human SRC1 coactivator; inhibition, % at 3.6 µM; HEK293 GAL4-SRC1 luciferase reporter, luminescence; actives 0.12% (n = 360,000); Q15788;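 active = inhibition above the campaign mean plus 3 SD, with each screening campaign given its own cutoff, cut at about 60% in these data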;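 also: 0% = DMSO treated cells and 100% = gossypol at 36 µM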
Shn3 inh set2: inhibitors of Schnurri-3 3'UTR reporter in osteoblasts; inhibition, % at 12.5 µM; Clone20 osteoblast Shn3 3'UTR firefly luciferase, 24 h; actives 0.52% (n = 360,000);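 active = mean inhibition of at least 75% with every replicate also reaching 75%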;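 also: 0% = median of neutral control wells and 100% = pilot-screen positive control compound; some compounds past the cut are filed as inactive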
CF NFkB block: blocks PAF-induced NF-kB reporter in cystic fibrosis cells; inhibition, % at 5 µM; actives 0.86% (n = 360,000); KKLEB NF-kB-GFP reporter, GFP fluorescence overnight;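 active = at least 50% inhibition at 5 µM, scaled per plate between neutral and stimulator controls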;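 also: PAF is a Pseudomonas aeruginosa culture filtrate used as stimulus; plate controls were PAF-stimulated DMSO wells for no effect and unstimulated DMSO wells for full effect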
LMP1 NFkB inh: inhibitors of Epstein-Barr LMP1-induced NF-kappaB reporter | LMP1-induced NF-kappaB luciferase reporter cells, luminescence | inhibition, % at 12.5 µM | actives 0.69% (n = 350,000); in the data active = inhibition above about 41%;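 also: 0% = neutral control wells and 100% = reference inhibitor control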
C8 TRAIL sens: sensitizes caspase-8 expressing cells to TRAIL; NB7+C8 cells + TRAIL, ATPlite viability luminescence; inhibition (viability loss, TRAIL sensitization), % at 10 µM; actives 1% (n = 360,000);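 active = compounds causing at least 50% loss of cell viability in the single-dose screen, relative to plate controls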
KKLEB tox: counter-screen for CF NF-kB inhibitors: cytotoxicity | KKLEB CF airway cells viability, ATPlite luminescence, overnight; active compounds read low; cells stimulated with P. aeruginosa culture filtrate | activity change (cytotoxicity), % at 5 µM | actives 0.36% (n = 360,000);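 active = corrected activity change at or below -50% at 5 µM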
TWEAK Fn14 block: inhibitors of TWEAK-Fn14 interaction signaling | AID 1159606 | actives 2% (n = 360,000) | inhibition, % at 10 µM | TWEAK-stimulated Fn14 reporter cells, luciferase luminescence, 8 h; in the data active = inhibition above about 50%
LRH-1 inv ag: suppresses constitutive activity of human LRH-1 | HEK293T StAR-luciferase reporter, LRH-1 transfected, 24 h | actives 0.13% (n = 360,000) | inhibition, % at 3.6 µM | AID 602396 | O00482;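 active = inhibition above the mean inhibition of all tested compounds plus 3 SD, cut at about 73% in these data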;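 also: 0% = DMSO wells and 100% = reporter-only cells lacking LRH-1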
Target sequence (O00482 whole entry, looked up): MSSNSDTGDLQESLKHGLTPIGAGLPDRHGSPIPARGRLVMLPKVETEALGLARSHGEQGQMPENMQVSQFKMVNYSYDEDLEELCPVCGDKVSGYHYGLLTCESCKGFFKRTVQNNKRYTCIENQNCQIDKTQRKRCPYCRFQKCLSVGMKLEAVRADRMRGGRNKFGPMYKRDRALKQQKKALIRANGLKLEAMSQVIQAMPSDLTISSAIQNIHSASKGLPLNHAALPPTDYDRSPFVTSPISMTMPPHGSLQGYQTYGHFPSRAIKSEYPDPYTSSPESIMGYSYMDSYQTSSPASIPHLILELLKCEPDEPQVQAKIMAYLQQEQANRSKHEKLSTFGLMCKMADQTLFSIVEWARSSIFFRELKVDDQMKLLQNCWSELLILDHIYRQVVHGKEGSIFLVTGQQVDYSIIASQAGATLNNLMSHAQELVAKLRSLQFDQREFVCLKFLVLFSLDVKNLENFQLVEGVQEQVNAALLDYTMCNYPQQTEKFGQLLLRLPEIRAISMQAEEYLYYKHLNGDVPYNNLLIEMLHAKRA
NR2F2 inh: blocks human COUP-TFII nuclear receptor; P24468; actives 0.7% (n = 370,000); inhibition, % at 8.6 µM; AID 686940; HEK293T NGFI-A luciferase reporter, luminescence;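 active = inhibition above a per-plate cutoff, mean inhibition of test wells between control levels plus 3 SD, cut at about 38% in these data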;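 also: cells cotransfected with COUP-TFII expression vector driving the NGFI-A reporter; 0% = median of COUP-TF2 test wells and 100% = reporter-only cells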
Target sequence (P24468 whole entry, looked up): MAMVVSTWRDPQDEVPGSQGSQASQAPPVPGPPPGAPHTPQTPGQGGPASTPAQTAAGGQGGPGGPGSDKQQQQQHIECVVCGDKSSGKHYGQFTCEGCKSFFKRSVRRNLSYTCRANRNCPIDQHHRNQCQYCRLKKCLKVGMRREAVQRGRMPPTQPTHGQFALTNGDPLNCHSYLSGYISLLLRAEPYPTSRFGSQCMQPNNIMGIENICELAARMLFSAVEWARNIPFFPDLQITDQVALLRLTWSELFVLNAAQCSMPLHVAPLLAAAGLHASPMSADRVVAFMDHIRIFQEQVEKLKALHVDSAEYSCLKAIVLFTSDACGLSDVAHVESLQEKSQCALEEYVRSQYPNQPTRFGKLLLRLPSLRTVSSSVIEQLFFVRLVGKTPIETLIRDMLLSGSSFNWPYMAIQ
TROY NFkB inh: blocks TROY-dependent signaling in reporter cells | Q293 LMP1-TROYcd NF-kB luciferase reporter, 4 h | inhibition, % at 10 µM | actives 0.98% (n = 360,000) | AID 1347056;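 active = compounds whose plate-normalised and pattern-corrected inhibition of the luciferase reporter signal at the single screening dose is 50% or more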
Numbers without * were called inactive; nt = not tested or not shown. A portion of the library. The share of hits here may be higher or lower than overall.

SMILES	SRC3 inh	NCOA1 inh	Shn3 inh set2	CF NFkB block	LMP1 NFkB inh	C8 TRAIL sens	KKLEB tox	TWEAK Fn14 block	LRH-1 inv ag	NR2F2 inh	TROY NFkB inh
O=C(COC(=O)CCSc1ccc(Cl)cc1)NCc1ccccc1	-6	7	-14	11	4	-6	-4	-13	1	-6	-17
CN1CCN(c2nc(C(N)=O)cc(-c3ccccc3)n2)CC1	-9	4	-5	-6	-5	-8	-7	-20	-11	15	-12
COc1ccc(C(=O)C2CCCN(C(=O)c3cccnc3SC)C2)c(C)c1 (stereo not given)	12	8	3	15	-6	-4	8	-12	1	-6	-11
Cc1ccccc1Cn1nnc(-c2ccc(C(=O)O)cc2)n1	-5	-2	0	-5	9	1	16	-14	5	11	-9
CC1(C)Cc2c(C#N)c(NCC3CCCO3)nc(-c3ccco3)c2CO1 (stereo not given)	-6	-1	11	4	0	-1	-6	-8	-12	-3	3
COc1ccc(-n2c(CNC(=O)COc3ccccc3)n[nH]c2=S)cc1	20	-8	0	2	-7	-1	1	6	-19	5	10
Clc1cccc(-c2noc3ncnc(Nc4ccc5c(c4)OCO5)c23)c1	-5	-2	-3	0	11	-5	2	-38	11	-13	4
CCOC1=C2CN(S(=O)(=O)c3ccccc3)[C@H](c3ccccc3)C[C@H]2n2c(=O)n(-c3ccccc3)c(=O)n2C1	9	-5	0	6	nt	8	-2	0	11	1	9
COc1ccc(C(=O)N/N=C/C(Br)=C/c2ccccc2)cc1	-47	-6	-20	-6	-7	14	-4	-4	-32	-30	-52
O=C1c2ccccc2NC(c2cccc(O)c2)N1O (stereo not given)	-33	-16	-29	-18	6	-1	7	18	-13	-12	83*
O=C1CCCC2=C1C(c1ccc(Br)cc1)c1c([nH]c(=S)[nH]c1=O)N2 (stereo not given)	9	0	2	10	1	-5	1	7	0	-13	-9
CN(C)S(=O)(=O)c1cccc(C(=O)NCCNC(=O)c2cccc(S(=O)(=O)N(C)C)c2)c1	9	9	5	-5	-3	-18	0	18	8	-3	5
Cc1cc(C)c(NC(=O)CNC(=O)COC(=O)CN2C(=O)NC3(CCCC3)C2=O)c(C)c1	9	-28	-4	2	0	-1	8	-3	25	-10	-25
CCOC(=O)Cn1c(-c2ccccn2)nc2ccccc21	11	5	2	-10	-7	6	-3	-1	5	10	11
COCCn1c(SCC(=O)NCc2ccc(OC)c(OC)c2)nc2ccccc21	13	2	-4	7	-4	-9	3	-2	-16	-1	-1
COc1ccc(-c2nc(CN3CCC(C(=O)N4CCc5ccccc54)CC3)c(C)o2)cc1OC	12	3	10	9	0	1	-10	-13	10	16	13
O=C(NC1CCCC1)NS(=O)(=O)c1ccccc1Cl	12	9	19	5	1	-6	1	4	8	-9	-1
Cc1nc2sc(C(c3ccccc3)N3CC(C)OC(C)C3)c(O)n2n1 (stereo not given)	26	2	-17	-9	-50	-8	3	2	-1	7	-10
Fc1ccccc1NC(=S)NN(Cc1ccccc1)c1ccccc1	11	-7	0	-13	-1	2	4	-23	14	-4	-8
Cc1c2cnn(-c3ccccc3)c(=O)c2c(C)n1CCCC(=O)N1CCN(C2CCCCC2)CC1	-14	-25	9	11	-2	-13	-6	-1	8	10	-13

A stretch of the results above, as a working copy:
SMILES	SRC3 inh	NCOA1 inh	Shn3 inh set2	CF NFkB block	LMP1 NFkB inh	C8 TRAIL sens	KKLEB tox	TWEAK Fn14 block	LRH-1 inv ag	NR2F2 inh	TROY NFkB inh
COCCn1c(SCC(=O)NCc2ccc(OC)c(OC)c2)nc2ccccc21	13	2	-4	7	-4	-9	3	-2	-16	-1	-1
COc1ccc(-c2nc(CN3CCC(C(=O)N4CCc5ccccc54)CC3)c(C)o2)cc1OC	12	3	10	9	0	1	-10	-13	10	16	13

Other records
SMILES	SRC3 inh	NCOA1 inh	Shn3 inh set2	CF NFkB block	LMP1 NFkB inh	C8 TRAIL sens	KKLEB tox	TWEAK Fn14 block	LRH-1 inv ag	NR2F2 inh	TROY NFkB inh
Cc1ccc(C(=O)OCC(=O)N2CC(C)CC(C)C2)cc1S(=O)(=O)N1CCOCC1 (stereo not given)	-17	-26	4	0	-4	12	-2	-9	-15	-13	7
CCCCNC(=O)[C@@H]1CSC2c3ccccc3C(=O)N21 (stereo not given in full)	-1	9	-3	3	-3	-9	0	-4	19	-28	-8
CCSc1nnc(NC(=O)C2CCCCC2)s1	-36	-69	24	0	-19	-3	4	-30	-45	-16	-66
CSc1ccccc1-c1cnc(NC(C)=O)cn1	-13	-10	6	-4	nt	3	3	-13	-53	-18	-28
CCOc1ccccc1NC(=O)CCc1nnc2ccc(N3CCC(C)CC3)nn12	6	4	-25	-22	-2	-2	-4	1	-1	26	1
S=C(Cc1ccccc1)N1CCOCC1	-8	-8	-18	9	0	-8	-18	15	16	12	-4
COCCn1c(=O)[nH]c(=O)c2cc(C(=O)c3cc(OC)ccc3O)cnc21	-11	-14	31	-6	-2	20	1	3	-9	-4	-15
Cc1cc[n+](CC(=O)c2ccc(NC(=O)c3ccccc3)cc2)cc1	4	0	16	-9	-11	-2	10	-3	-2	-8	-2
CC1CCC/C(=C\Nc2ccc(C(=O)O)cc2)C1=O (stereo not given)	-58	-53	-45	-1	-29	3	-12	11	-72	-32	-29
COc1ccc(CN=C2NC(=O)CC(C(=O)Nc3ccc(F)cc3)S2)cc1 (stereo not given)	12	2	15	14	11	-5	12	11	-7	18	-2
C[C@H]1C=C(C(=O)NCc2nc3ccccc3[nH]2)O[C@@H](OCc2ccc(CO)cc2)C1	1	-35	10	-55	5	-7	-4	3	3	4	4
O=C(CP(=O)(c1ccccc1)c1ccccc1)N/N=C/c1cc(Br)cc(Br)c1O	31	4	58	48	18	43	-27	14	-2	-21	8
O=S(=O)(Nc1nc2ccccc2nc1N1CCc2ccccc2C1)c1ccc(Cl)cc1	-61	-118	-35	20	-3	48	-3	72*	-159	-55	24
CCSc1cc(C2C(C#N)=C(N)OC(C)=C2C(=O)OC)c(C)o1 (stereo not given)	6	13	-23	14	-10	-17	7	-6	-3	-9	-1
COC(=O)c1cc(NC(=O)c2c(C)noc2C)ccc1N1CCOCC1	-11	-8	8	-10	3	-10	5	-8	1	-19	-10
COc1cc(NC(=O)CN2C(=O)c3ccccc3C2=O)c(C(=O)O)cc1OC	11	0	1	16	-11	-6	-5	4	7	2	3
Cc1ccc(OCCSc2ncccn2)c(C)c1	-108	-122	-53	19	-8	40	-6	48	-162	-55	-37
CCCCc1c(O)nc(SCC(=O)Nc2ccc3c(c2)CCC3)[nH]c1=O	16	0	-11	-3	-4	-8	9	-7	50	14	22
CC1CCCN(C(=O)COC(=O)CSc2ccc(C(N)=O)cc2[N+](=O)[O-])C1 (stereo not given)	-50	6	1	-2	5	-3	-11	8	0	11	-5
CN(c1cccc(Cl)c1)S(=O)(=O)c1cccc(C(=O)Nc2ccc3c(c2)CCC3)c1	7	-10	20	-13	10	-11	7	42	-22	7	-13
COCCCNC(=S)Nc1cccc(SC)c1	13	-11	13	-2	-4	-1	-2	11	-6	-1	23
CCCCN(C(=O)c1ccc(Cl)cc1)C1CC2CCC(C1)N2C (stereo not given)	-1	16	-6	10	-11	11	-10	-22	2	11	3
Cn1nc(C(F)(F)F)c(-c2ccccc2)c1NC(=O)c1nccnc1C(=O)O	-35	8	5	16	0	2	-14	6	-2	-7	5
COc1ccc(CCc2cc(OC)cc(=O)o2)cc1	-12	-17	4	5	-3	0	2	3	-39	13	-22
COc1ccc(CCNC(=O)CSc2ccccn2)cc1OC	7	-15	-18	-5	1	-6	8	4	3	-2	-17
CCCc1cc(=O)oc2cc(OCC(=O)NCc3ccccn3)ccc12	3	13	-42	-38	-3	-2	12	-21	46	2	4
COC(=O)c1cn(-c2ccccc2)nc1-c1ccc(OC)c(OC)c1	10	-2	11	18	-1	6	6	-37	10	-18	-17
COc1cc(CNc2ccc3[nH]c(=O)[nH]c3c2)ccc1OCc1ccc(C)cc1	-95	-104	-26	-5	-18	8	-8	16	-84	-32	-8
Cc1cccc(-c2noc(CN(C(=O)c3ccc(Br)o3)C(C)C)n2)c1	-22	1	7	-8	-5	11	1	-3	-37	-1	-7
CN(CC(=O)NNC(=O)c1cccnc1)S(=O)(=O)c1cc(Cl)ccc1Cl	-12	1	17	-6	-3	-9	5	9	1	-11	17
CN=Cc1nc(-c2ccccc2)oc1O	-62	-86	-100	5	-1	0	0	-1	-139	-13	-50
Cc1ccc(C)c(S(=O)(=O)c2c(C)cc(C)nc2Cl)c1	-16	-35	21	-11	-10	-10	2	15	9	1	-19
COc1ccc([C@@H]2Sc3ccccc3NC(=O)[C@@H]2O)cc1	8	14	-6	-6	-3	-2	-4	0	22	25	8

In the list so far, 13 contain an aryl methoxy group.
SMILES	SRC3 inh	NCOA1 inh	Shn3 inh set2	CF NFkB block	LMP1 NFkB inh	C8 TRAIL sens	KKLEB tox	TWEAK Fn14 block	LRH-1 inv ag	NR2F2 inh	TROY NFkB inh
COc1ccc(C(=O)C2CCCN(C(=O)c3cccnc3SC)C2)c(C)c1 (stereo not given)	12	8	3	15	-6	-4	8	-12	1	-6	-11
COc1ccc(-n2c(CNC(=O)COc3ccccc3)n[nH]c2=S)cc1	20	-8	0	2	-7	-1	1	6	-19	5	10
COc1ccc(C(=O)N/N=C/C(Br)=C/c2ccccc2)cc1	-47	-6	-20	-6	-7	14	-4	-4	-32	-30	-52
COCCn1c(SCC(=O)NCc2ccc(OC)c(OC)c2)nc2ccccc21	13	2	-4	7	-4	-9	3	-2	-16	-1	-1
COc1ccc(-c2nc(CN3CCC(C(=O)N4CCc5ccccc54)CC3)c(C)o2)cc1OC	12	3	10	9	0	1	-10	-13	10	16	13
COCCn1c(=O)[nH]c(=O)c2cc(C(=O)c3cc(OC)ccc3O)cnc21	-11	-14	31	-6	-2	20	1	3	-9	-4	-15
COc1ccc(CN=C2NC(=O)CC(C(=O)Nc3ccc(F)cc3)S2)cc1 (stereo not given)	12	2	15	14	11	-5	12	11	-7	18	-2
COc1cc(NC(=O)CN2C(=O)c3ccccc3C2=O)c(C(=O)O)cc1OC	11	0	1	16	-11	-6	-5	4	7	2	3
COc1ccc(CCc2cc(OC)cc(=O)o2)cc1	-12	-17	4	5	-3	0	2	3	-39	13	-22
COc1ccc(CCNC(=O)CSc2ccccn2)cc1OC	7	-15	-18	-5	1	-6	8	4	3	-2	-17
COC(=O)c1cn(-c2ccccc2)nc1-c1ccc(OC)c(OC)c1	10	-2	11	18	-1	6	6	-37	10	-18	-17
COc1cc(CNc2ccc3[nH]c(=O)[nH]c3c2)ccc1OCc1ccc(C)cc1	-95	-104	-26	-5	-18	8	-8	16	-84	-32	-8
COc1ccc([C@@H]2Sc3ccccc3NC(=O)[C@@H]2O)cc1	8	14	-6	-6	-3	-2	-4	0	22	25	8
